Rac1 GTP hydrolysis: MgcRacGAP GTPase-activating activity inhibitors, confirmation, biochemical, ADP Hunter fluorescence | Rac GTPase-activating protein 1 (Homo sapiens) | MgcRacGAP-stimulated Rac1 GTP hydrolysis, ADP Hunter fluorescence; higher % means a stronger effect; GST-tagged Rac1 F28L mutant substrate | inhibition, % at 30 µM, or IC50 in µM where a hit was titrated | actives 0.6% (n = 340,000);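 active = first-screen hits whose inhibition reached a set limit at any dose in the follow-up dose series; inconclusive = inhibition above the set first-screen limit but never retested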;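 also: fluorescence reports GDP produced by GAP-driven GTP hydrolysis; strong numbers were not always called active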
T cell modulator: modulators of CD8 T cell-vesicle binding, primary screen, mouse 2C CD8+ T cells, flow cytometry; calls only at 7 µM; actives 0.068% (n = 330,000); 2C CD8+ T cell-vesicle binding; stronger effect = lower value; AID 2052, 2009;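 active = response, share of CD8 T cells binding vesicles, and their 90th percentile fluorescence all below set limits, cut at about 80% in these data, passing the limit was not always enough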
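Assay system – 2C mouse CD8+ T cells · Also added – QL9-loaded Drosophila micro-vesicles · Timing – Cell–vesicle co-incubation 1.5 h at 37 °C, staining 20 min on ice · Signal – flow cytometry of vesicle-bound cells · Measure – percent CD8+ FL2 mean versus row control · Controls – Peptide-free naked vesicles (low) and QL9 vesicles with 0.7% DMSO vehicle (high)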
Myeloid diff MLP: induction of myeloid progenitor differentiation, primary screen, cell-based, flow cytometry, MLPCN library; actives 1% (n = 360,000); ER-HoxA9 myeloid progenitors, lysozyme-GFP differentiation; AID 624256, 2012; calls only at 10 µM;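 active = normalized GFP-positive differentiation at or above the plate's own cutoff, the solvent-only control mean plus 3 SD; inconclusive = no clear call, values can overlap the other calls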;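 also: cells exposed to compound for four days before flow analysis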
PhoP inhibition: inhibitors of PhoP regulon expression, primary screen, Salmonella Typhimurium, GFP reporter (AID 1863); S. Typhimurium PhoP-regulated promoter GFP reporter, 4 h; higher % means a stronger effect; inhibition, % at 50 µM, or IC50 in µM where a hit was titrated; actives 0.16% (n = 300,000);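 active = inhibition over 29.93%, a cutoff 3 SD above the screen mean, later confirmed by dose response; inconclusive = inhibition over 29.93% but no dose response follow-up; inactive = inhibition at most 29.93% or unconfirmed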;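 also: 0% = low Mg2+ inducing control and 100% = high Mg2+ repressing control; strong numbers were not always called active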
RSV CPE inhibition: RSV antiviral activity via CPE protection, HEp-2 cells, primary 10 µM value included (AID 2391); CPE inhibition, % at 10 µM; hits with a dose series show IC50 in µM; actives 0.13% (n = 310,000); HEp-2 cells, RSV-induced CPE inhibition; higher % means a stronger effect; in the data active = a potency from the dose series; inconclusive = CPE inhibition mostly from about 23% at the one dose, without a potency; inactive = the rest, 99 in 100 with CPE inhibition below about 21%; also: strong numbers were not always called active
Large T inhibition: SV40 large T antigen inhibitors, biochemical (AID 1903). SV40 large T antigen ATPase/helicase inhibition assay; higher % means a stronger effect. one-dose inhibition, % at 20 µM; IC50 in µM for titrated hits. actives 0.39% (n = 310,000); in the data active = a potency from the dose series; inconclusive = inhibition mostly from about 32% at the one dose, without a potency; inactive = the rest, 99 in 100 with inhibition below about 32%; also: strong numbers were not always called active
TNAP activation fold: human TNAP enzyme activators, primary screen, biochemical, luminescent, no phosphate acceptor, uHTS (AID 1001); Alkaline phosphatase, tissue-nonspecific isozyme (Homo sapiens); activation fold at 20 µM, or EC50 in µM where a hit was titrated; actives 0.03% (n = 200,000); purified TNAP, luminescent activation assay, no phosphate acceptor; higher activation fold means a stronger effect; in the data active = activation fold from about 3, or a potency from the dose series; inactive = the rest, 99 in 100 with activation fold below about 1.6; also: many of its hits are not listed in these tables
K1F lysis inhibition: inhibition of K1F phage lysis, E. coli UTI89, bacterial capsule biogenesis inhibitors, alamar blue (AID 488966); E. coli UTI89 K1F phage lysis, alamar blue, 2 h; higher % means a stronger effect; inhibition, % at 100 µM, or IC50 in µM where a hit was titrated; actives 0.02% (n = 340,000);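 active = phage lysis inhibition, versus mean bacterial control, above a set limit; inconclusive = no clear call, values can overlap the other calls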;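 also: capsule biogenesis inhibitors block K1F phage lysis so surviving cells raise fluorescence; higher fluorescence means more inhibition of phage lysis; actives were called in the ten point dose series up to 300 µM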
NTR1 agonist: agonists of NTR1, primary screen, imaging, U2OS cells, beta-arrestin-GFP, high content (AID 493036) | Neurotensin receptor type 1 (Homo sapiens), P30989 | NTR1-U2OS beta-arrestin-GFP spot imaging, agonist mode | actives 0.17% (n = 330,000) | activation, % at 20 µM;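 active = activation at or above 40% of the spot to cytoplasm intensity ratio, with at least 20 cells analyzed; inconclusive = wells under 20 cells, flagged as cytotoxic or low count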;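 also: 0% = DMSO without peptide and 100% = 100 nM NTR1 peptide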
Target sequence (P30989 whole entry, looked up): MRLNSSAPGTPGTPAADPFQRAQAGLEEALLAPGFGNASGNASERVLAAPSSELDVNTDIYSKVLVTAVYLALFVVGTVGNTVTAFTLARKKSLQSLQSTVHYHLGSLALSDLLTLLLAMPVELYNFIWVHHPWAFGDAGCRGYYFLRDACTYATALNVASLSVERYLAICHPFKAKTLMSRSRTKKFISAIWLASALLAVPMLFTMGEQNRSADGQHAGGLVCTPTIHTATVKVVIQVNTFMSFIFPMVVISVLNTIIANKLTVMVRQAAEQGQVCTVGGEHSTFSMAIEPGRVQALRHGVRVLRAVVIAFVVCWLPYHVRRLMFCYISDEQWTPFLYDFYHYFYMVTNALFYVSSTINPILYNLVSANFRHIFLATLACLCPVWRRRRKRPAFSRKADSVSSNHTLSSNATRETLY
T cell modulator vesicle-bound %: second read-out of T cell modulator, no call of its own (marks repeat the call); double positive events, %; measured here: CD8+ vesicle-bound cell fraction;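 binding gate set so that unloaded-vesicle control wells show 10% double positive cells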
NTR1 agonist cell count 20 µM: second read-out of NTR1 agonist, no call of its own (marks repeat the call); cell count; measured here: cell count, cytotoxicity flag
Myeloid diff MLP GFP+ MAC1+ %: further read-out of Myeloid diff MLP, marked with its call; GFP+ MAC1+ double positive, %; measured here: differentiation confirmed by MAC1 staining
* = called active by the depositor; i = inactive; ? = inconclusive; / = no result given; + = active, no number; [ ] = another dose, or the depositor's remark.

The line under a structure holds: Rac1 GTP hydrolysis	T cell modulator	T cell modulator vesicle-bound %	Myeloid diff MLP	Myeloid diff MLP GFP+ MAC1+ %	PhoP inhibition	RSV CPE inhibition	Large T inhibition	TNAP activation fold	K1F lysis inhibition	NTR1 agonist	NTR1 agonist cell count 20 µM
1. O=C1C2C3CC(C2C(=O)N1c1cccc(Cl)c1)[C@H](O)C3O (some centres undefined)
  -7%	i	56	i	0.9	0%	1.0%	8%	/	-0.6%	0.6	51
2. CCc1nc(SCC(=O)Nc2cccc(C(F)(F)F)c2)c2c(=O)n(C)c(=O)n(C)c2n1
  6%	i	19	i	5.0	0%	3.6%	2%	1	-0.3%	9.6	54
3. CSc1ncccc1C(=O)N1CCN(C(=O)c2ccccc2)CC1
  2%	i	10	i	0.4	-1%	1.3%	7%	/	0.1%	-0.7	43
4. CCOC(=O)N(Cc1ccccc1)Cc1ccc(C(=O)N[C@@H](Cc2ccccc2)C(=O)O)cc1
  1%	i	55	i	0.6	/	/	15%	/	-0.1%	-1.8	61
5. CCOc1ccc2nc(NC(=O)/C=C/c3ccc4c(c3)OCO4)sc2c1
  -1%	i	16	i	0.3	-11%	5.8%	0%	1.1	-1.4%	1.8	50
6. CCS(=O)(=O)N1CCN(C(=O)c2ccccc2[N+](=O)[O-])CC1
  2%	i	49	i	0.4	-5%	-0.6%	6%	1	-0.3%	-1.3	93
7. COc1ccc(C2CC(c3ccc(Cl)c(Cl)c3)Nc3nc(N)nn32)cc1 (centres undefined)
  5%	i	68	i	1.6	0%	2.5%	9%	1	2.7%	14	44
8. COc1ccc(-c2csc(Nc3ccc(C)cn3)n2)cc1
  11%	i	39	i	0.3	5%	6.6%	21%	1.1	0.5%	7.2	55
9. C=CCc1c(O)c(CC)cc2c(C)cc(=O)oc12
  9%	i	32	i	0.6	-6%	2.8%	21%	/	1.5%[50 µM]	1.3	51
10. CCCc1nc2ccccc2c(C(=O)OCC(=O)Nc2cccc(S(=O)(=O)N3CCOCC3)c2)c1CC
  -3%	i	3	i	0.0	0%	?	11%	0.9	0.1%	16	86
11. Cc1cccc(CC(=O)NCC(=O)NCc2cc(=O)n(C)c(=O)n2C)c1
  14%	i	7	i	3.5	-9%	2.0%	10%	/	0.1%	-1.2	70
12. CC[C@H](C)C(N)c1cn(C(CCCN=C(N)N)C(=O)N2CCNCC2)nn1 (some centres undefined)
  8%	i	12	i	0.7	2%	1.2%	9%	/	4.3%	1.0	39
13. COc1cccc2sc(N(CCCN(C)C)C(=O)c3ccc(S(=O)(=O)N4CCCc5ccccc54)cc3)nc12
  -2%	i	72	i	1.8	4%	2.7%	4%	/	-0.2%	10	52
14. Cc1cccn2c(=O)c(/C=C(\C#N)C(=O)NCc3ccco3)c(N3CCCCC3)nc12
  5%	i	51	+	0.3*	8%	?	7%	1	-0.4%[50 µM]	1.4	43
15. COc1ccc(OC)c(S(=O)(=O)NCCCc2ccccc2)c1
  10%	i	55	i	0.2	5%	-0.6%	-1%	/	0.4%	0.6	74
16. O=c1c2c(nc3cc(-c4ccc(Cl)cc4)[nH]n13)CCS2
  5%	i	35	i	0.7	3%	3.5%	7%	1.2	0.7%	4.0	57
17. COCCOc1cc(COC)nc(-c2cccc(C)c2)n1
  /	i	21	i	0.3	0%	-1.4%	4%	/	/	0.2	68
18. CCc1sc(C(=O)Nc2ccccc2N2CCOCC2)cc1C
  8%	i	23	i	0.3	1%	9.6%	5%	1	0.3%	2.9	29
19. Cc1cccc(C(=O)NC(CC(=O)O)c2ccc(OC3CCCC3)cc2)c1[N+](=O)[O-] (centres undefined)
  2%	i	53	i	0.2	-5%	2.1%	12%	1.1	-1.6%	1.2	26
20. N#Cc1ccc(-c2csc(-c3ccno3)n2)cc1
  /	i	29	i	0.9	-9%	/	6%	/	/	-1.6	44
21. Cc1sc2ncn3cnnc3c2c1C
  13%	i	58	i	0.8	14%	11%	0%	0.9	-0.3%	-0.6	42
22. CC(=O)c1ccc2c(c1)OCCOCCOCCOCCOCCO2
  /	i	57	i	0.3	1%	/	15%	/	/	0.0	59
23. C/C(=N\NC(=O)CC1N=C(Cc2ccccc2)NNC1=O)c1ccc(Br)cc1 (centres undefined)
  3%	i	45	i	0.5	1%	5.4%	11%	/	-0.1%	0.5	44
24. O=C(COC(=O)c1ncc(Cl)c(Cl)c1Cl)Nc1ccccc1OC(F)F
  -5%	i	46	i	0.3	6%	0.6%	9%	1.1	-1.4%	1.4	82
25. COc1ccc(/C=N/Nc2nc(-c3cccc(S(=O)(=O)N4CCCC4)c3)cs2)c(OC)c1
  1%	i	49	i	0.5	17%	7.9%	5%	1.1	2.2%[50 µM]	6.0	76
26. Cc1ccc(N(C(C)C(=O)N2CCCCC2)S(C)(=O)=O)cc1C (centres undefined)
  4%	i	36	i	0.8	-6%	0.3%	-1%	1.1	0.2%	0.7	85
27. O=C(c1cn(CC(=O)N2CCCCC2)c2ccccc12)C1CC1
  -4%	i	18	i	0.7	-5%	0.3%	6%	1.2	-0.4%	-0.6	94
28. O=C(c1cc(-c2ccc(Cl)cc2)n[nH]1)N1CCN(C(=O)c2ccco2)CC1
  -2%	i	40	i	0.9	-4%	4.1%	14%	/	-0.2%	1.4	67
29. COc1cc(OC)cc(C(=O)NNC(=O)c2ccc(S(=O)(=O)N3CC(C)OC(C)C3)cc2)c1 (centres undefined)
  4%	i	57	i	0.5	4%	0.7%	5%	1.4	0.1%	-1.4	88
30. CCn1c(C)c(C(C)=O)c(N2CCN(c3ccccn3)CC2)nc1=S
  0%	i	58	i	6.2	5%	0.7%	5%	1.1	1.2%	-1.4	91
31. C(=N\N=C\c1cccnc1)/c1cccnc1
  10%	i	1	i	1.0	-5%	2.7%	-6%	1.1	-0.1%	-0.4	58
32. CCOC(=O)C1=C(COC(=O)c2ccc([N+](=O)[O-])s2)NC(=O)NC1C (centres undefined)
  1%	i	40	i	0.9	/	/	/	/	-1.0%[50 µM]	4.5	59
33. Cc1ccc(NC(=O)c2nc[nH]c2C(=O)N[C@@H](C)C(=O)OC(C)(C)C)cc1
  3%	i	16	i	1.4	-2%	5.8%	0%	/	1.0%	34	56
34. CCc1ccc(/C=N/NC(=O)c2cc(C)on2)s1
  3%	i	46	i	1.0	-12%	3.0%	17%	1	1.3%	0.1	50
35. CCC1CCCCN1C(=O)CN1C(=O)CSC1=O (centres undefined)
  9%	i	28	i	0.2	13%	0.5%	-3%	1.1	1.4%	-5.0	72
36. CCC1=NN2C(=N)/C(=C/c3c(C)nn(-c4ccccc4)c3Cl)C(=O)N=C2S1
  1%	i	45	i	0.5	-14%	4.9%	12%	1.1	-8.3%	1.5	35
37. O=C(O)C(c1ccccc1)c1ccccc1
  1%	i	20	i	2.4	7%	/	3%	/	0.9%	6.0	89
38. Cc1cccc(C)c1NC(=O)C(Cl)=C(Cl)Cl
  1%	i	62	i	0.2	6%	0.8%	13%	1.1	-0.1%	-2.3	85
39. CCOc1ccc(/C=N/OCC(=O)NCc2ccc3c(c2)OCO3)cc1OC
  9%	i	29	i	1.0	-3%	-0.3%	4%	1	3.9%	0.3	49
40. CCc1nnc2n1N=C(c1ccc(OC)cc1)CS2
  8%	i	10	i	0.6	-4%	-0.3%	7%	1.1	0.6%	0.2	68
41. COc1cccc(/C=N/NC(=O)NC23CC4CC(CC(C4)C2)C3)c1O
  /	i	30	i	0.3	/	18%	8%	/	/	28	44
42. Cc1ccc(-n2c(O)c(C=Nc3cc(C)on3)c3ccccc3c2=O)c(C)c1
  7%	i	36	?	/	-16%	0.9%	4%	1.1	9.3%	-0.2	43
43. CCCC(=O)n1nc(-c2ccc(OC)cc2)nc1N
  11%	i	55	i	1.1	-5%	-0.9%	5%	0.6	0.7%	-0.1	55
44. CCn1c(SCC(N)=O)nnc1-c1cc2c(C)nn(-c3ccccc3)c2s1
  -1%	/	/	i	2.1	-3%	1.2%	-6%	1.1	-1.3%	12	47
45. O=C(NNC(=S)NC1CCCCC1)c1ccc(Cl)s1
  10%	i	16	i	0.1	14%	4.2%	17%	2.6	0.8%	1.0	42
46. COc1ccc(C)cc1NC(=O)n1ncc2c(C)cccc21
  -4%	i	58	i	0.9	-2%	4.2%	7%	/	0.3%	1.8	56
47. O=C1C2C(C(=O)N1/N=C/c1cc([N+](=O)[O-])c(O)cc1O)C1C=CC2C12CC2 (centres undefined)
  18%	i	61	i	0.5	26%	1.6%	37%	1.2	0.0%	-2.0	95
48. Cc1n[nH]c(=S)n(NC(=O)CC(=O)Nn2c(=S)[nH]nc(C)c2=O)c1=O
  -21%	i	34	i	0.0	0%	5.0%	29%	2.8	-0.3%	-0.6	30

Compounds were not picked by outcome; 2.3% or so of the library scored in one or more.
